From PubChem BioAssay
M5 ag – human M5 muscarinic receptor agonists, primary screen, CHO-K1 cells, Fluo-8 calcium fluorescence; Muscarinic acetylcholine receptor M5 (Homo sapiens), P08912; CHO-K1 hM5 cells; 0% DMSO wells, 100% maximal acetylcholine response; activation, % at 3 µM; 360,000 compounds, 0.19% hits;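 active = activation above the run's mean over test compounds plus 3 SD, cut at about 23% in these data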;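 also: signal is peak over basal fluorescence ratio across the kinetic read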
M4 antag – human M4 muscarinic receptor antagonists, primary screen, CHO cells, Fluo-8 calcium fluorescence; CHO-hM4 cells, ACh EC80; inhibition, % at 3 µM; 360,000 compounds, 0.73% hits;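 active = inhibition above its plate's cutoff, the mean inhibition of sample wells plus 3 SD, cut at about 27% in these data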;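 also: 0% = acetylcholine EC80 with DMSO and 100% = DMSO without agonist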
Target sequence (P08173 whole entry, looked up): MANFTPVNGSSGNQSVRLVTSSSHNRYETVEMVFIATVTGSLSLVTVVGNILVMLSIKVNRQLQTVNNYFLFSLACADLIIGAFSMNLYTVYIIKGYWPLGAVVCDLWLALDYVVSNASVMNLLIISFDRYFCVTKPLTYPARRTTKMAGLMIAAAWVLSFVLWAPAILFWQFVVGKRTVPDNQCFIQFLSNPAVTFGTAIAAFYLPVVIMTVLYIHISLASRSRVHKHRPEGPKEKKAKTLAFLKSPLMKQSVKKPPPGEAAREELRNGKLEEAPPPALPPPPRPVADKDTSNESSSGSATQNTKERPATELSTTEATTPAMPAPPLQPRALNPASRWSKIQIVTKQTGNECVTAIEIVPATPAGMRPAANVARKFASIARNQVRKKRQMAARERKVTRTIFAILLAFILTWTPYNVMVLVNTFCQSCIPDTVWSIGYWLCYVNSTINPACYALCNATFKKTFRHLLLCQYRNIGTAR
CHRM1 PAM – human M1 muscarinic receptor positive allosteric modulators, primary screen, CHO-K1 cells, Fluo-8 calcium fluorescence, 1536-well; activation, % at 3 µM; 360,000 compounds, 0.088% hits; Muscarinic acetylcholine receptor M1 (Homo sapiens), P11229; CHO-K1 hM1, ACh EC20; 0% = ACh EC20, 100% = maximal ACh; in the data active = activation above about 19%, passing the limit was not always enough
Target sequence (P11229 whole entry, looked up): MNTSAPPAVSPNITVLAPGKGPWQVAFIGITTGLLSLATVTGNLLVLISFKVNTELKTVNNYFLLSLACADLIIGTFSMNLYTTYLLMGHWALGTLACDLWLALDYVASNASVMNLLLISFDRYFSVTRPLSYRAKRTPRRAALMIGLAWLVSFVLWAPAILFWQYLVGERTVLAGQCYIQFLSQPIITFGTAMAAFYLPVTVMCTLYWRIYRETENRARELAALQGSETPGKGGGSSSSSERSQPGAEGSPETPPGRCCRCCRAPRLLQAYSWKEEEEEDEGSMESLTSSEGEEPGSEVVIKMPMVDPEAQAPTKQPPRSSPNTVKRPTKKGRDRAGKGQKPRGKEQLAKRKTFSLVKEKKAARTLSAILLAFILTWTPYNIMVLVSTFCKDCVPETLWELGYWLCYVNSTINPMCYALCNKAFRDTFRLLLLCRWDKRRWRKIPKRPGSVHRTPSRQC
M4 ag – human M4 muscarinic receptor agonists, primary screen, CHO-K1 cells, Fluo-8 calcium fluorescence; AID 624127, 2012; CHO-K1 hM4/Gqi5; vehicle 0%, full acetylcholine response 100%; activation, % at 3 µM; 360,000 compounds, 0.14% hits; Muscarinic acetylcholine receptor M4 (Homo sapiens), P08173;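 active = activation above the run mean over all test wells plus 3 SD, cut at about 32% in these data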;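 also: peak over basal fluorescence ratio per well then scaled between controls; 0% = DMSO wells and 100% = acetylcholine at EC100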
CRFR2-BP ag – agonists of CRF-BP/CRF-R2 complex, primary screen, cell-based, HEK293, calcium dye fluorescence, uHTS | CRF-binding protein / CRF receptor 2 complex (human) | activation, % at 13.2 µM | AID 588473, 2011 | calcium dye fluorescence (FLIPR); percent of saturating CRF peptide response | 350,000 compounds, 0.46% hits;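 active = activation of at least 50%, plus an integration ratio under a set limit after plate pattern correction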;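 also: plate controls were neutral control wells without compound for no effect and CRF at EC100 for full effect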
CHRM5 PAM – human M5 muscarinic receptor positive allosteric modulators, primary screen, CHO-K1 cells, Fluo-8 calcium fluorescence | CHO-K1 hM5, ACh EC20 PAM; 0% = ACh EC20, 100% = ACh EC100 | Muscarinic acetylcholine receptor M5 (Homo sapiens), P08912 | 360,000 compounds, 0.3% hits | activation, % at 3 µM;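 active = activation above the run cutoff, the mean activation of all test compounds plus 3 SD, cut at about 18% in these data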
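System: CHO-K1 cell line with stable human muscarinic M5 receptor expression | Also added: EC20 acetylcholine as agonist stimulus | Compound: One concentration, 3 µM final (nominal) | Timing: Fluo-8 loading 80 min at 37 °C plus 30 min room temperature | Measured by: Fluo-8 calcium dye fluorescence, kinetic read | Read-out basis: % activation, ACh-normalized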
M5 antag – human M5 muscarinic receptor antagonists, primary screen, CHO cells, Fluo-8 calcium fluorescence | AID 624040, 2012 | CHO-hM5 cells, ACh EC80 | inhibition, % at 3 µM | 360,000 compounds, 0.59% hits;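 active = inhibition above a per-plate cutoff, the mean of that plate's test compounds plus 3 SD, cut at about 27% in these data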;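 also: 0% = acetylcholine EC80 with DMSO and 100% = DMSO without agonist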
CRFR2-BP antag – antagonists of CRF-BP/CRF-R2 complex, primary screen, cell-based, HEK293, calcium dye fluorescence, uHTS | CRF-induced calcium fluorescence | inhibition, % at 11.8 µM | 350,000 compounds, 0.59% hits | AID 588475, 2011;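 active = inhibition of the ligand-induced calcium signal above about 50% at the single tested concentration, limit read from the data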
M4 PAM – human M4 muscarinic receptor positive allosteric modulators, primary screen, CHO-K1 cells, Fluo-8 calcium fluorescence | Muscarinic acetylcholine receptor M4 (Homo sapiens), P08173 | CHO-K1 hM4/Gqi5, ACh EC20; 0% = ACh EC20, 100% = maximal ACh | activation, % at 3 µM | 360,000 compounds, 0.4% hits | AID 624126, 2012;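 active = activation above its plate's cutoff, the mean activation of sample wells plus 3 SD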; also: some results filed as inactive read as strong as hits
* marks the source's active call; other numbers are inactive results; / = not tested or not shown.

Each structure is followed by: CRFR2-BP ag, M4 PAM, M5 antag, M5 ag, CHRM5 PAM, M4 ag, CHRM1 PAM, CRFR2-BP antag, M4 antag
O=C(CCc1nnc2ccc(NCc3ccco3)nn12)Nc1ccc(F)cc1
  -1.3, -0.4, -9.2, -3.8, 4.1, 0.5, 5.5, 5.9, -3.4
Cc1cnc(C(=O)Nc2ccccc2-c2ccc(C)o2)cn1
  -0.7, 2.1, -2.3, -1.3, 0.1, 1.2, -0.2, 1.7, -8.4
O=C(NCSC1=NCCS1)c1ccccc1
  -2.8, 4.7, -4.5, 1.8, 3.1, 0.6, 10.5, 19.6, -6.9
Cc1onc(-c2ccccc2)c1C(=O)Nc1ccnn1C1CCCCC1
  -1.0, 5.3, 0.4, -6.2, 10.3, 0.6, 10.3, -18.3, -5.8
O=C(NCC(c1ccco1)N1CCN(c2ccccc2F)CC1)C(=O)NC1CCCCC1 (configuration not stated)
  0.1, 5.2, -1.1, -0.2, -0.5, 0.0, 7.8, 2.1, -11.1
COc1cc(C2C(C#N)=C(N)N(c3cccnc3)C3=C2C(=O)CCC3)ccc1O (configuration not stated)
  2.0, 2.3, -6.5, 2.8, -0.5, 1.6, 5.9, 4.2, -5.8
CCc1ccccc1N(C(=O)CCC(=O)Nc1cc(C)on1)C(C(=O)NC1CCCC1)c1ccco1 (configuration not stated)
  -0.4, -1.4, 1.2, -1.6, 0.7, 2.2, 4.0, -5.1, -1.4
CSc1ccccc1C(=O)NCc1ccc(F)cc1
  -0.9, 9.7, 7.8, -1.9, -0.7, 0.5, 9.7, 11.5, 8.4
CCCOc1ccc(/C=N/NC(=O)c2nnn(-c3nonc3N)c2-c2cccs2)cc1OC
  -0.4, -1.0, 2.2, -1.4, -1.4, 10.3, 0.6, -8.8, -4.1
OCCC1CN(Cc2nc3c(s2)CCCC3)CCN1Cc1ccccc1 (configuration not stated)
  5.1, -3.1, -4.0, -6.0, 6.2, 1.1, 14.1, -5.8, -8.6
CC1CCc2cc(F)ccc2N1C(=O)c1cnc2sccn2c1=O (configuration not stated)
  0.7, -5.6, -1.5, 1.5, -0.9, 1.5, 7.8, 12.9, -11.9
CCCCCCN1CCN(C2CN(Cc3ccc(F)cc3)S(=O)(=O)C2)CC1 (configuration not stated)
  /, -7.6, -6.8, -5.1, -3.1, 2.3, -8.2, /, -0.4
O=C1/C(=C\c2cccc(O)c2O)SC(=S)N1Cc1ccccc1
  -0.9, 1.1, 1.0, 2.5, 1.4, 0.5, 6.2, -27.9, 7.8
COc1ccc(/C=C2\SC(=S)N(CCCC(=O)Nc3ccc(O)cc3)C2=O)cc1
  1.3, -5.8, 7.6, -7.0, -17.1, 8.4, 2.3, -0.4, -15.9
COc1ccc(-c2nc3ccccc3c(=O)n2N)cc1
  -1.0, -2.5, -0.9, 2.6, -6.3, 5.7, 5.5, 4.8, -0.1
O=C(Nc1cccc2ccccc12)C1CCCC1
  -3.0, -2.6, 7.7, -8.0, 3.1, 0.1, 2.2, 8.8, 6.4
O=C(Nc1cccc([N+](=O)[O-])c1)NC1CCS(=O)(=O)C1 (configuration not stated)
  0.0, 1.4, 4.1, 4.6, -3.1, 6.2, -6.7, 16.9, -1.7
Cc1nc2c(sc(=S)n2Cc2ccco2)c(=O)n1CC(=O)Nc1ccccc1Cl
  5.3, 4.0, 7.5, -2.5, 2.4, -0.1, 2.5, 4.2, -15.4
COc1ccc(Cc2noc(-c3ccc(OC)c(OC)c3)n2)cc1OC
  -0.7, -0.1, 0.2, 7.8, -2.3, 3.1, 10.9, -13.4, -6.3
CCCCNC(=O)C[C@@H]1C[C@@]2(C(=O)OC)CCCCC=C2N(CCC2=CCCCC2)C1=O
  /, -6.1, 13.3, 0.7, -12.7, 10.4, /, /, -3.8

Each structure is followed by: CRFR2-BP ag, M4 PAM, M5 antag, M5 ag, CHRM5 PAM, M4 ag, CHRM1 PAM, CRFR2-BP antag, M4 antag
C=CCn1c(=NC(=O)c2cc(Cl)sc2Cl)sc2cc(S(N)(=O)=O)ccc21
  1.2, 6.1, 2.6, -0.5, 4.6, 2.5, 3.4, -16.4, -2.0
Cc1ccc(C(=O)O)cc1S(=O)(=O)N1CCSCC1
  2.5, 9.0, -1.0, -1.5, -1.9, 0.7, 6.8, -8.8, -8.7
Cc1cc(Br)ccc1NC(=O)CN(C)C(=O)C1CCN(c2ncnc3sc(C)c(C)c23)CC1
  0.5, -10.1, 22.0, -4.7, -31.8, 19.2, -7.5, -0.5, 0.1
CC1(C)COC(/C=C/c2ccc([N+](=O)[O-])cc2)=N1
  0.3, 3.8, -2.2, 2.2, -3.7, 5.6, 8.5, -7.5, -1.0
CCOC(=O)C1(Cc2ccc(OC)cc2)CCN(C(=O)CN2CCCCC2=O)CC1
  0.9, 2.5, 28.4*, -1.9, -9.5, 2.1, 7.7, -24.4, -9.0
O=C(/C=C/c1ccco1)Nc1ccc(-c2nc3ccccc3[nH]2)cc1
  8.4, -6.0, 1.7, 2.0, -8.9, 7.0, 3.1, -45.9, 3.6
CCN(CC)c1ccc(CNC(=O)C/C(C)=N/NC(=O)COc2ccc(C)cc2Br)cc1
  -1.8, -2.8, 13.7, -3.3, -1.4, -0.4, 1.5, -6.4, 2.2
C[C@@H]([C@@H](O)c1ccccc1)N(C)C(=O)C(N)Cc1ccccc1 (some centres not stated)
  0.5, 10.4, -3.0, 3.4, 2.6, 3.6, 6.0, -2.5, -18.4
Cc1sc(NC(=O)C2CSC3(C)CCC(=O)N23)nc1-c1ccc(F)cc1 (configuration not stated)
  -2.1, -6.2, 9.7, -4.7, -3.4, 1.4, -4.6, -18.0, -1.1
Cc1ccccc1NC(=O)Nc1nnc([C@@H]2C[C@H](O)[C@@H](CO)O2)s1
  /, 2.4, -5.5, 1.7, 2.2, 0.5, 14.8, /, -0.1
O=C(CNC(=O)c1n[nH]c2ccccc12)Nc1cc(Cl)ccc1Cl
  0.6, 9.2, 6.8, -0.8, -7.2, 2.5, 13.6, 5.2, -5.4
Cn1c(=O)c2c(nc(N3CCCCC3)n2CCCNC2=NCCCC2)n(C)c1=O
  0.9, -0.2, 10.2, -5.3, -2.2, 1.7, -3.5, -25.0, 2.5
CCOc1ccc2[nH]cc(S(=O)(=O)c3ccc(Cl)cc3)c(=O)c2c1
  0.3, -2.7, 1.9, -2.4, 2.3, 2.2, 6.2, 4.8, 8.4
Cc1nc(SCC(=O)N2CCCCC2)c2c(C)c(C)sc2n1
  0.0, -2.8, 2.8, 4.8, -1.6, 5.9, 1.9, -2.5, 5.6
CSc1nc2ccc3nc(NC(=O)c4ccc(C)cc4)sc3c2s1
  0.0, 3.3, -2.7, 0.2, 2.9, 0.9, -6.0, 2.1, -19.4
CCn1c(SCC(=O)N(C)CC(=O)Nc2cccc(OC)c2)nnc1-c1ccco1
  0.6, 2.2, 11.1, 1.3, -1.8, 1.5, 8.7, -22.3, -2.3
COc1ccc(NS(=O)(=O)c2cc(OC)ccc2NC(=O)c2cc(C)oc2C)cc1
  -1.9, 1.2, 4.0, -3.9, -5.7, -0.2, 12.1, 12.3, 1.2
CC(=O)N1CCN(CC(=O)Nc2c(Cl)cc(Cl)cc2Cl)CC1
  -1.0, 4.0, -4.0, 5.5, 3.3, 2.3, 1.6, 11.9, -3.3
Cc1cc(C)n(-c2ccc(Cl)c(Cl)c2)n1
  -1.8, 6.1, -1.1, 0.9, 3.9, 0.4, 0.3, 7.2, -1.8
CCOC(=O)C1CCN(C(=O)c2cc(S(=O)(=O)N3CCOCC3)c(Cl)cc2Cl)CC1
  1.0, -4.0, -3.3, 1.2, 11.8, 1.6, 3.7, -5.3, 0.0

Each structure is followed by: CRFR2-BP ag, M4 PAM, M5 antag, M5 ag, CHRM5 PAM, M4 ag, CHRM1 PAM, CRFR2-BP antag, M4 antag
CCCNC(=S)N1CCC(NC(=O)c2cccc(C)c2)CC1
  -2.1, -0.5, -5.0, 0.7, 0.7, 1.3, 13.3, 1.2, -7.2
CC(C)(C)c1ccc(C(=O)NCC(=O)OCC(=O)c2ccc3c(c2)-c2ccccc2C3)cc1
  2.8, -1.1, 7.1, -4.0, -6.4, 0.6, -19.7, 2.9, 7.5
CNC(=O)c1[nH]cnc1C(=O)Nc1cccc(C)c1
  -1.0, -5.6, 3.7, 1.2, 7.5, 2.0, 0.4, 2.3, 1.4
Brc1ccc(OCc2nnc(SCC3CCCCC3)o2)cc1
  -0.5, -2.6, 6.6, -1.5, -3.9, -0.2, -2.7, -6.2, 7.2
O=C(OCC(=O)N1CCN(C(=O)c2ccco2)CC1)c1cc(-c2ccc(F)cc2)nc2ccccc12
  -0.7, -12.1, 12.3, 3.9, -5.2, 15.8, -7.0, 0.2, 13.1
O=S(=O)(NC1CC1)c1ccc(S(=O)(=O)N2CCN3CCCC3C2)cc1 (configuration not stated)
  0.5, -2.2, -2.1, -0.3, -0.8, 1.1, 2.3, 5.7, 1.3
Cc1cccc(-n2nnnc2SCc2csc(-c3ccccc3)n2)c1
  0.9, -8.3, -9.2, -1.9, 16.7, 0.6, 3.6, 7.1, -0.1
N#Cc1c(C(F)(F)F)cc(=O)[nH]c1SCC(=O)O
  -0.1, 2.2, -6.8, -1.7, 8.7, 0.1, 11.3, 8.1, 4.9
c1ccc(-n2ncc3c(N4CCN(c5ccccn5)CC4)nc(N4CCCCCC4)nc32)cc1
  0.2, -5.2, 9.6, 0.4, -3.1, -0.1, 4.9, 3.3, 2.7
O=S(=O)(Nc1cccc(-c2ccc(N3CCCCCC3)nn2)c1)c1ccc(F)cc1
  -0.5, -7.3, 1.4, -8.0, -5.7, 2.9, -17.0, 5.3, 6.6
CN(C)S(=O)(=O)c1ccc(N2CCCC2)c(C(=O)Nc2nc3c(ccc4ccccc43)s2)c1
  6.7, -4.1, 1.5, 1.0, -4.3, 1.0, -0.7, 11.6, 10.8
COc1ccc(/C=N/NC(=O)c2ccc(N)cc2)cc1Cn1cc([N+](=O)[O-])cn1
  -0.4, -3.8, 6.3, 0.0, -1.6, 2.3, 4.5, 8.7, -1.1
Cc1cc(=O)oc2cc(NC(=O)c3ccnn3C)ccc12
  0.3, 5.2, 11.1, -2.0, 0.3, -0.1, 13.1, -1.4, -1.2
CN(C)C(/C=C/Nc1ccc(F)cc1F)=C(C#N)C#N
  -1.1, 3.9, -0.3, 1.9, 2.9, 0.0, 2.0, 8.2, -7.7
CCOC(=O)C1=C(C)Nc2sc(C(=O)c3ccc(Br)cc3)c(N)c2C1c1ccc(C(=O)OC)cc1 (configuration not stated)
  2.1, 1.8, -3.8, -1.9, -2.8, -1.9, -2.7, 5.7, -13.9
CN1/C(=C/C(=O)COC(=O)CN2C(=O)C3CC=CCC3C2=O)C(C)(C)c2ccccc21 (configuration not stated)
  -0.3, -4.2, 11.6, 2.0, 1.4, 7.1, 8.5, -8.5, 1.1
CCN1C[C@@H]2[C@@H]3C(=O)N(Cc4ccccc4)C(=O)[C@@H]3[C@](Cc3ccccc3)(C(=O)OC)N2C1=NC
  -1.4, 0.6, 4.2, -0.9, 0.0, 0.6, 0.6, -1.9, 2.8
